Avidin fluor: avidin bead compound fluorescence profile; Avidin beads, compound fluorescence 488/530 nm, flow cytometry; hits give high values; fluorescence (KMESF) at 10 µM; 220,000 compounds, 0.38% hits; AID 1775; in the data active means fluorescence above about 47; further: inactives centre near 10
Bcl-XL Bim block: disrupts Bim peptide binding to human Bcl-XL; Q07817; bead flow cytometry, fluorescence; inhibition, % at 10 µM; 190,000 compounds, 0.04% hits
Bim-Bcl-2: human Bim-Bcl-2 interaction inhibition; P10415; Bead-based flow cytometry, Bim peptide-Bcl-2 binding; inhibition, % at 10 µM; 190,000 compounds, 0.06% hits; in the data active means inhibition above about 40%; inconclusive means no clear call, values can overlap the other calls;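 further: 0% = no compound wells with probe peptide and 100% = reference peptide inhibitor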
Target sequence (P10415 whole entry, looked up): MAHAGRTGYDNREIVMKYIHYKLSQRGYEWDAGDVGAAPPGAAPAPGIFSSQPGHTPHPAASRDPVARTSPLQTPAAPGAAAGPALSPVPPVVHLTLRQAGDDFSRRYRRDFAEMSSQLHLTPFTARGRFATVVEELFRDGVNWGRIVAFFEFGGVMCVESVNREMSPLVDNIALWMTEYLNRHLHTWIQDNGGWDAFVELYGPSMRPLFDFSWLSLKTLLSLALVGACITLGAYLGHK
RGS7-Gao: regulators of human RGS7-Galphao interaction; P09471; Multiplexed bead flow cytometry, RGS7-Galphao binding; actives lie on both sides; binding response (% of control), % at 10 µM; 220,000 compounds, 0.35% hits; AID 1439; in the data active means binding response below about 49% or above about 150%; inconclusive means no clear call, values can overlap the other calls; inactive means in between;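 further: fluorescent Galphao held in activated GDP-AlF4 state binding bead-coupled RGS7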
ABCG2 block: human ABCG2 inhibition, ABCB1 as counter-screen; Q9UNQ0; IgMXP3 cells, JC-1 efflux, flow cytometry; inhibition, % at 6.6 µM; 190,000 compounds, 0.1% hits;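 active means inhibition above 80%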;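 further: 0% = DMSO and 100% = nicardipine control wells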
Target sequence (Q9UNQ0 whole entry, looked up): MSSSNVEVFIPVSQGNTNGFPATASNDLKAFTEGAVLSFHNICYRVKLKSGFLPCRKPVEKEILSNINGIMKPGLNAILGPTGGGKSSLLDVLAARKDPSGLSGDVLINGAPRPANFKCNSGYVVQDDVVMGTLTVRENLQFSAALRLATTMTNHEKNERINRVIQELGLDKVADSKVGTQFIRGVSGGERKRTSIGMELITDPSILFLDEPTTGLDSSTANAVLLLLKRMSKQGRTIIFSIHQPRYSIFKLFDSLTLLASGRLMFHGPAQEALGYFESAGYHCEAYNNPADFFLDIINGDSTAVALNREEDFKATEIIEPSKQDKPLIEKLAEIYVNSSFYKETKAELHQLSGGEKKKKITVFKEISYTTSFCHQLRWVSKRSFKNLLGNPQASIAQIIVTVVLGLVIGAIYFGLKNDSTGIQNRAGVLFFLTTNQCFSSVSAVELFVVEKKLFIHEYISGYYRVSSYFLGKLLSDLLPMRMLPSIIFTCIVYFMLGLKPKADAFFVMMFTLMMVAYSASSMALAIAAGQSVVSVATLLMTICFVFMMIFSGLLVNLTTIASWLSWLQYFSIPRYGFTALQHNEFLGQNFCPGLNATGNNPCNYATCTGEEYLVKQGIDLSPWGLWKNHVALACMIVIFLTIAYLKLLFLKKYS
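Test system: ABCG2 IgMXP3 and barcoded ABCB1 CCRF-Adr cell mix; Schedule: cells with compound and JC-1, 10 min at 25 °C, rotating, no wash; Technique: flow cytometry of retained JC-1 fluorescence; Measure: % inhibition of efflux relative to nicardipine and DMSO; Controls: nicardipine high and DMSO low controls.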
Bcl-B Bim block: inhibitors of Bim-Bcl-B interaction, human; Q9HD36; bead-based flow cytometry, Bim peptide-Bcl-B binding; inhibition, % at 10 µM; 190,000 compounds, 0.073% hits;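 further: 0% = tracer peptide without compound and 100% = reference inhibitor peptide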
Bim-Bfl-1: disrupts Bim binding to human Bfl-1 | Bead-based flow cytometry, Bim-Bfl-1 binding inhibition | inhibition, % at 10 µM | 190,000 compounds, 0.12% hits | AID 1008;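 further: 0% = wells without compound plus tracer and 100% = blocker peptide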
ABCB1 inh: blocks JC-1 efflux by human ABCB1 transporter; AID 1326; CCRF-Adr cells, flow cytometry; inhibition, % at 6.6 µM; P08183; 190,000 compounds, 0.067% hits; in the data active means inhibition above about 40%;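 further: 0% = vehicle and 100% = reference inhibitor; higher value means more JC-1 retained so stronger ABCB1 efflux block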
Bim-Bcl-W: disrupts Bim peptide binding to human Bcl-W; bead-based flow cytometry; inhibition, % at 10 µM; 190,000 compounds, 0.02% hits; AID 952;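 further: 0% = bound tracer without compound and 100% = peptide blocker; higher means less fluorescent Bim peptide bound to Bcl-W beads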
Target sequence (Q92843 whole entry, looked up): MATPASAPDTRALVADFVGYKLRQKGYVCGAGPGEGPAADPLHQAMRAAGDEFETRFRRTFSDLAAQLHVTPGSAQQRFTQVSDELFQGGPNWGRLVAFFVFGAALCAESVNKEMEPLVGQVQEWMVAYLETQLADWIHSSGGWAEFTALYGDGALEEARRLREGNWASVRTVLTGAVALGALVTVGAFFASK
RGS4-Gao reg: modulates binding of RGS4 to human Galphao | P09471 | Multiplexed bead flow cytometry; actives lie on both sides | binding response (% of control), % at 10 µM | 220,000 compounds, 0.33% hits | AID 1415; in the data active means binding response below about 49% or above about 150%; inactive means in between;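 further: fluorescent Galphao activated with aluminum fluoride binding bead-coupled RGS4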
GSH bead fluor: GSH bead compound fluorescence profile; GSH beads flow cytometry, compound fluorescence 488/530 nm; hits give high values; fluorescence (KMESF) at 10 µM; 190,000 compounds, 0.25% hits; in the data active means fluorescence above about 89;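 further: glutathione beads carrying GST-tagged Bcl family fusion proteins plus one bare bead set; values are compound well signal with DMSO vehicle wells as background; inactives centre near 16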
Starred values were filed as active, the others as inactive. Unless noted, no stated cut-off is given here; in the data, active means inhibition above about 40%.

`Clc1ccc(-n2nnc(-c3cccnc3Cl)n2)cc1Cl` gave Avidin fluor 5, Bcl-XL Bim block 0.0, Bim-Bcl-2 -2.0, RGS7-Gao 98.9, ABCG2 block 1.7, Bcl-B Bim block -6.0, Bim-Bfl-1 -4.0, ABCB1 inh -0.2, Bim-Bcl-W 0.0, RGS4-Gao reg 101.8 and GSH bead fluor 19.
CCOC(=O)c1ccc(NC(=O)Nc2ccc3c(c2)OCCO3)cc1 was read as Avidin fluor 25, Bcl-XL Bim block -7.0, Bim-Bcl-2 -8.0, RGS7-Gao 105.2, ABCG2 block 0.4, Bcl-B Bim block -9.0, Bim-Bfl-1 -7.0, ABCB1 inh 0.1, Bim-Bcl-W -5.0, RGS4-Gao reg 99.6 and GSH bead fluor 14.
Screening S=C(NCCc1c[nH]c2ccccc12)NC1CCCC1 returned Avidin fluor 12, Bcl-XL Bim block -4.0, Bim-Bcl-2 -2.0, RGS7-Gao 99.2, ABCG2 block 0.6, Bcl-B Bim block -6.0, Bim-Bfl-1 -10.0, ABCB1 inh -0.2, Bim-Bcl-W -2.0, RGS4-Gao reg 100.8 and GSH bead fluor 18.
`COc1ccccc1NC(=O)C(C)NS(=O)(=O)c1ccc(F)cc1` (stereo not given) gave Avidin fluor 16, Bcl-XL Bim block -6.0, Bim-Bcl-2 -10.0, RGS7-Gao 106.3, ABCG2 block 25.3, Bcl-B Bim block -3.0, Bim-Bfl-1 -13.0, ABCB1 inh 0.4, Bim-Bcl-W -2.0, RGS4-Gao reg 104.1 and GSH bead fluor 35.
For CC(=O)Nc1ccc(C(=O)N/N=C/c2cc(Br)cc(Br)c2O)cc1 the results were Avidin fluor 10, Bcl-XL Bim block -2.0, Bim-Bcl-2 0.0, RGS7-Gao 101.4, ABCG2 block -3.7, Bcl-B Bim block -9.0, Bim-Bfl-1 -4.0, ABCB1 inh -0.8, Bim-Bcl-W 0.0, RGS4-Gao reg 100.3 and GSH bead fluor 27.
CCOc1ccc(C(=O)N2CCN(Cc3ccccc3)CC2)cc1 was read as Avidin fluor 9, Bcl-XL Bim block -10.0, Bim-Bcl-2 -10.0, RGS7-Gao 103.2, ABCG2 block 3.9, Bcl-B Bim block -7.0, Bim-Bfl-1 -12.0, ABCB1 inh 0.7, Bim-Bcl-W 0.0, RGS4-Gao reg 101.2 and GSH bead fluor 37.
For Cc1nn(Cc2ccc(C(=O)Nc3nc4c(C)cccc4s3)o2)c(C)c1Br the results were Avidin fluor 5, Bcl-XL Bim block 0.0, Bim-Bcl-2 -1.0, RGS7-Gao 100.0, ABCG2 block 1.4, Bcl-B Bim block -1.0, Bim-Bfl-1 -2.0, ABCB1 inh 0.5, Bim-Bcl-W -2.0, RGS4-Gao reg 103.4 and GSH bead fluor 24.
`CC(=O)c1ccc(Oc2cnccn2)cc1` gave Avidin fluor 11, Bcl-XL Bim block 0.0, Bim-Bcl-2 -1.0, RGS7-Gao inconclusive, ABCG2 block 0.5, Bcl-B Bim block -5.0, Bim-Bfl-1 -5.0, ABCB1 inh 0.4, Bim-Bcl-W 0.0, RGS4-Gao reg 109.7 and GSH bead fluor 15.
For O=C(CSc1n[nH]c(-c2ccccc2)n1)Nc1ccc(Br)cn1 the results were Avidin fluor 7, Bcl-XL Bim block -3.0, Bim-Bcl-2 0.0, RGS7-Gao 100.5, ABCG2 block 2.0, Bcl-B Bim block -5.0, Bim-Bfl-1 -1.0, ABCB1 inh 0.5, Bim-Bcl-W 0.0, RGS4-Gao reg 100.4 and GSH bead fluor 26.
`CCOc1cc(Br)ccc1S(=O)(=O)NCc1ccccc1` gave Avidin fluor 12, Bcl-XL Bim block -3.0, Bim-Bcl-2 -2.0, RGS7-Gao 96.2, ABCG2 block 4.6, Bcl-B Bim block -3.0, Bim-Bfl-1 -7.0, ABCB1 inh 1.2, Bim-Bcl-W 0.0, RGS4-Gao reg 98.7 and GSH bead fluor 75.
For CCN(CC)CCCC(C)Nc1c2ccc(Cl)cc2nc2ccc(OC)cc12 (stereo not given) the results were Avidin fluor 9, Bcl-XL Bim block -1.0, Bim-Bcl-2 -1.0, RGS7-Gao 104.0, ABCG2 block 16.7, Bcl-B Bim block -1.0, Bim-Bfl-1 0.0, Bim-Bcl-W 0.0, RGS4-Gao reg 103.7 and GSH bead fluor 70.
Screening COc1cc(/C=C/C(=O)OCc2c(C)noc2C)ccc1OC(F)F returned Avidin fluor 13, Bcl-XL Bim block 0.0, Bim-Bcl-2 -1.0, RGS7-Gao inconclusive, ABCG2 block 18.9, Bcl-B Bim block 0.0, Bim-Bfl-1 -5.0, ABCB1 inh 1.9, Bim-Bcl-W 2.0, RGS4-Gao reg 100.6 and GSH bead fluor 14.
For O=C(COc1ncnc2ccccc12)N1CCN(S(=O)(=O)c2ccc(Cl)cc2)CC1 the results were Avidin fluor 9, Bcl-XL Bim block -18.0, Bim-Bcl-2 -7.0, RGS7-Gao 101.7, ABCG2 block 1.0, Bcl-B Bim block -9.0, Bim-Bfl-1 -14.0, ABCB1 inh 0.5, Bim-Bcl-W 0.0, RGS4-Gao reg 97.6 and GSH bead fluor 264*.
Screening Cc1c(C)c2cc3c4c(oc3c(C)c2oc1=O)CCCC4 returned Avidin fluor 27, Bcl-XL Bim block 0.0, Bim-Bcl-2 1.0, RGS7-Gao 108.1, ABCG2 block 6.0, Bcl-B Bim block 0.0, Bim-Bfl-1 -2.0, ABCB1 inh 1.5, Bim-Bcl-W 2.0, RGS4-Gao reg 113.4 and GSH bead fluor 11.
`Cc1nn(C)c(C)c1CN(C(=O)CCc1nnc(Cc2c[nH]c3ccccc23)o1)C(C)C` gave Avidin fluor 13, Bcl-XL Bim block -4.0, Bim-Bcl-2 -7.0, RGS7-Gao 102.7, ABCG2 block 0.5, Bcl-B Bim block -6.0, Bim-Bfl-1 -6.0, ABCB1 inh -0.2, Bim-Bcl-W 0.0, RGS4-Gao reg 105.6 and GSH bead fluor 15.
For O=C(CNC(c1ccccc1)c1ccccc1)Nc1c(F)cccc1F the results were Avidin fluor 4, Bcl-XL Bim block -4.0, Bim-Bcl-2 -4.0, RGS7-Gao 99.7, ABCG2 block 6.7, Bcl-B Bim block -3.0, Bim-Bfl-1 0.0, ABCB1 inh 1.8, Bim-Bcl-W -1.0, RGS4-Gao reg 98.7 and GSH bead fluor 5.
For CCCCOc1ccc(/C=C/C(=O)NC2=Nc3ccccc3NC(C)=C2C(=O)OCC)cc1OC the results were Avidin fluor 10, Bcl-XL Bim block -4.0, Bim-Bcl-2 -3.0, RGS7-Gao 101.6, ABCG2 block 1.1, Bcl-B Bim block -3.0, Bim-Bfl-1 -2.0, ABCB1 inh 0.5, Bim-Bcl-W -3.0, RGS4-Gao reg 104.2 and GSH bead fluor 24.
CCCCCCCCCCn1cc(C(C)=O)c(=O)[nH]c1=O was read as Avidin fluor 3, Bcl-XL Bim block 0.0, Bim-Bcl-2 -2.0, RGS7-Gao 102.8, ABCG2 block 3.4, Bcl-B Bim block -4.0, Bim-Bfl-1 -4.0, ABCB1 inh 0.4, Bim-Bcl-W 4.0, RGS4-Gao reg 102.2 and GSH bead fluor 23.
Screening Cc1ccc(NC(=O)CCSc2ccccc2)c(C)c1 returned Avidin fluor 19, Bcl-XL Bim block 0.0, Bim-Bcl-2 -2.0, RGS7-Gao 101.8, ABCG2 block 1.0, Bcl-B Bim block 0.0, Bim-Bfl-1 -2.0, ABCB1 inh 0.2, Bim-Bcl-W 3.0, RGS4-Gao reg 100.1 and GSH bead fluor 9.
`O=C(CCc1ccc(Oc2cc([N+](=O)[O-])cc([N+](=O)[O-])c2)cc1)N1CCCCC1` gave Avidin fluor 20, Bcl-XL Bim block 0.0, Bim-Bcl-2 1.0, RGS7-Gao 114.8, ABCG2 block 3.6, Bcl-B Bim block -1.0, Bim-Bfl-1 1.0, ABCB1 inh 1.0, Bim-Bcl-W 1.0, RGS4-Gao reg 110.9 and GSH bead fluor 15.

Looked up by structure from above:
For CCCCOc1ccc(/C=C/C(=O)NC2=Nc3ccccc3NC(C)=C2C(=O)OCC)cc1OC the results were Avidin fluor 10, Bcl-XL Bim block -4.0, Bim-Bcl-2 -3.0, RGS7-Gao 101.6, ABCG2 block 1.1, Bcl-B Bim block -3.0, Bim-Bfl-1 -2.0, ABCB1 inh 0.5, Bim-Bcl-W -3.0, RGS4-Gao reg 104.2 and GSH bead fluor 24.
For O=C(COc1ncnc2ccccc12)N1CCN(S(=O)(=O)c2ccc(Cl)cc2)CC1 the results were Avidin fluor 9, Bcl-XL Bim block -18.0, Bim-Bcl-2 -7.0, RGS7-Gao 101.7, ABCG2 block 1.0, Bcl-B Bim block -9.0, Bim-Bfl-1 -14.0, ABCB1 inh 0.5, Bim-Bcl-W 0.0, RGS4-Gao reg 97.6 and GSH bead fluor 264*.

Further compounds:
O=C1CCCC(=O)N1c1ccc(N2CCOCC2)c([N+](=O)[O-])c1 was read as Avidin fluor 7, Bcl-XL Bim block -1.0, Bim-Bcl-2 -6.0, RGS7-Gao 95.4, ABCG2 block 3.1, Bcl-B Bim block -5.0, Bim-Bfl-1 -5.0, ABCB1 inh 1.5, Bim-Bcl-W -1.0, RGS4-Gao reg 101.2 and GSH bead fluor 19.
Screening CC(=O)N=c1sccn1CC(=O)c1ccc([N+](=O)[O-])cc1 returned Avidin fluor 11, Bcl-XL Bim block 0.0, Bim-Bcl-2 3.0, RGS7-Gao 97.7, ABCG2 block -1.1, Bcl-B Bim block -1.0, Bim-Bfl-1 2.0, ABCB1 inh -0.4, Bim-Bcl-W -1.0, RGS4-Gao reg 97.5 and GSH bead fluor 18.
For CN(C)CCCN(C(=O)COc1ccccc1)c1nc2ccc(F)cc2s1 the results were Avidin fluor 13, Bcl-XL Bim block -5.0, Bim-Bcl-2 -6.0, RGS7-Gao inconclusive, ABCG2 block 10.9, Bcl-B Bim block -8.0, Bim-Bfl-1 -6.0, ABCB1 inh 0.8, Bim-Bcl-W -3.0, RGS4-Gao reg 107.1 and GSH bead fluor 17.
`COc1ccc(C)cc1N(CC(N)=O)S(=O)(=O)c1ccc(C)cc1` gave Avidin fluor 23, Bcl-XL Bim block -2.0, Bim-Bcl-2 -8.0, RGS7-Gao 99.3, ABCG2 block 34.3, Bcl-B Bim block -7.0, Bim-Bfl-1 -19.0, ABCB1 inh 1.9, Bim-Bcl-W -4.0, RGS4-Gao reg 99.2 and GSH bead fluor 19.
For COc1ccc(S(=O)(=O)NCCc2nnc3ccc(SCc4cccnc4)nn23)cc1 the results were Avidin fluor 6, Bcl-XL Bim block 0.0, Bim-Bcl-2 -3.0, RGS7-Gao 104.3, ABCG2 block 4.3, Bcl-B Bim block -1.0, Bim-Bfl-1 -2.0, ABCB1 inh 0.4, Bim-Bcl-W 0.0, RGS4-Gao reg 102.2 and GSH bead fluor 16.
Screening COc1ccnc(-n2cccc2C#N)c1C#N returned Avidin fluor 3, Bcl-XL Bim block 0.0, Bim-Bcl-2 -1.0, RGS7-Gao 93.8, ABCG2 block 0.8, Bcl-B Bim block -3.0, Bim-Bfl-1 -7.0, ABCB1 inh -0.1, Bim-Bcl-W -2.0, RGS4-Gao reg 96.1 and GSH bead fluor 10.

Bioassay records: PubChem BioAssay, NMMLSC
